ARNT TACC3 PPI: disrupts binding between human ARNT and TACC3. AID 623870. Q9Y6A5. 390,000 compounds, 0.66% hits. inhibition, % at 9.99 µM. AlphaScreen His-ARNT PAS-B/GST-TACC3 binding, luminescence; TACC3 fragment carries E629A point mutation;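 active = mean inhibition of replicates at least 50% and at least half of replicates each reaching 50%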;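 note: 0% = complete ARNT plus TACC3 wells and 100% = ARNT alone without TACC3; many hits fall short of the cut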
PglD DTNB: PglD (C. jejuni) enzyme inhibition; purified PglD enzyme, DTNB colorimetric CoA detection; inhibition, % at 12.5 µM; 360,000 compounds, 0.098% hits; AID 602405; in the data active = inhibition above about 16%, passing the limit was not always enough; note: strong numbers were not always called active
PGC1a acetyl inh: lowers PGC1a acetylation signal in U2OS cells. AlphaScreen anti-acetyl-lysine; with virally co-expressed GCN5 acetyltransferase. inhibition, % at 15.6 µM. 350,000 compounds, 0.17% hits;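 active = every replicate shows inhibition of at least 40%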;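 note: 0% = neutral control wells and 100% = positive control wells; some results beyond the cut were filed as inactive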
C2C12 statin: suppression of simvastatin myotoxicity. C2C12 myotubes + simvastatin, ATP luminescence, 48 h; scaled: DMSO 0, geranylgeraniol control 100. rescue of ATP level, % at 7.49 µM. 330,000 compounds, 0.78% hits. AID 602340;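 active = mean ATP rescue above about 67%, or every replicate alone reaching that limit, limit read from the data, passing the limit was not always enough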;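 note: myotubes were challenged with 10 µM simvastatin during compound exposure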
PAX8 reporter: PAX8 transcriptional activity inhibition; RMG-I TPO-luciferase reporter, SteadyGlo, 24 h; inhibition, % at 12.6 µM; 360,000 compounds, 1.2% hits; AID 652154;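 active = mean replicate inhibition at least 60% with every replicate also reaching 60%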;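 note: luciferase light reporting Pax8 driven TPO promoter activity; plate controls were median of neutral control wells for no effect and mitoxantrone controls for full effect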
INS-1E GSIS act: GLuc luminescence reporter in INS-1E cells, primary screen for activators of glucose-dependent secretion of insulin. INS-1E GLuc reporter insulin secretion, 2-3 h. activation, % at 16.6 µM. 370,000 compounds, 0.61% hits. AID 743287;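 active = lowest replicate activation of at least 40%, so every replicate reaches that level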;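 note: 0% = median of neutral control wells and 100% = median of IBMX positive control wells; some compounds called inactive have numbers as strong as hits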
Cneo AK release: Cryptococcus neoformans lysis via adenylate kinase release; C. neoformans lysis, adenylate kinase release luminescence, 4 h; normalised: neutral wells 0, clomiphene wells 100; lysis activity, % at 15 µM; 360,000 compounds, 0.2% hits; AID 651654;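 active = mean lysis activity across replicates of at least 80%, whatever share of replicates individually reach that level; inactive = mean lysis activity below 80%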
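Material: C. neoformans cells | Amount: Yeast cell density of 5 × 10^6 cells/mL | Medium: Fresh YPD growth medium | Dosing: Single dose | Times: Static 4 h at 37 °C with compound, 1 h detection | Detection: AK luminescence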
LGR2 inh: inhibitors of bursicon-induced Drosophila LGR2 receptor cAMP signaling. inhibition, % at 9.99 µM. 380,000 compounds, 0.35% hits. AID 720647. HEK293 LGR2, CRE-luciferase, bursicon-stimulated, 4 h;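 active = drop in luminescence signal, shown as inhibition above about 50% in the replicate tests, limit read from the data, passing the limit was not always enough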;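 note: agonist challenge used bursicon conditioned medium at about half maximal strength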
* = called active by the depositor; / = no result given; & = joins results of further samples.

Letter code: A = ARNT TACC3 PPI; B = PglD DTNB; C = PGC1a acetyl inh; D = C2C12 statin; E = PAX8 reporter; F = INS-1E GSIS act; G = Cneo AK release; H = LGR2 inh
C[C@@H]1CCCCO[C@@H](CN(C)C(=O)CCCN(C)C)[C@H](C)CN([C@H](C)CO)C(=O)c2cc(NC(=O)Nc3cccc4ccccc34)ccc2O1
  A = 10	B = 4	C = -1	D = /	E = 15	F = -15	G = -1	H = -7
Cc1ccc(-n2ncc3c2CCCC3NC(=O)CCn2ccnc2C)cc1C (stereo not drawn)
  A = -7	B = -1	C = 10	D = /	E = 13	F = 3	G = 1	H = -8
C[C@H]1CN([C@@H](C)CO)C(=O)Cc2cc(NC(=O)CCN3CCOCC3)ccc2O[C@@H]1CN(C)Cc1ccc(Oc2ccccc2)cc1
  A = 0&7	B = 3&0	C = -7&-5	D = 21&3	E = -8	F = 8&-24	G = 2&2	H = 8&-4
COc1ccccc1-n1c(C)nc2cc(C(=O)NCC3CCCO3)ccc21 (stereo not drawn)
  A = -6	B = -4	C = 0	D = -4	E = 13	F = 8	G = 0	H = 5
COc1ccccc1/C=C1\NC(=S)N(CC2CCCO2)C1=O (stereo not drawn)
  A = -1	B = -7	C = -27	D = -12	E = /	F = 13	G = 0	H = -16
Cc1ccc(N(CC(=O)NCC2CCCO2)C(=O)CCC(=O)Nc2ccccn2)cc1 (stereo not drawn)
  A = 2	B = /	C = -8	D = /	E = 1	F = 2	G = /	H = 10
C[C@@H]1CN([C@@H](C)CO)C(=O)c2cccc(NC(=O)C3CCCCC3)c2O[C@H]1CN(C)S(=O)(=O)c1ccc(Cl)cc1
  A = /	B = /	C = -5	D = -12	E = 4	F = -13	G = /	H = -5
C=CCSc1nnc(NC(=O)CSc2nc3ccccc3[nH]2)s1
  A = -6	B = -3	C = 1	D = -2	E = /	F = 7	G = 0	H = 4
CC(C)[C@H](NC(=O)c1ccco1)C(=O)OCC(=O)Nc1ccccc1OC(F)F
  A = -1	B = 1	C = -16	D = 6	E = 16	F = 3	G = 0	H = -1
COc1ccc(-c2nnc(SCC(=O)O)n2C)cc1OC
  A = -1	B = /	C = -5	D = /	E = 17	F = 0	G = /	H = -16
O=[N+]([O-])c1ccc(COc2cccc(CN3CCCC3)c2)cc1
  A = -9	B = 2	C = 12	D = 0	E = -17	F = 3	G = -1	H = 8
C[C@@H]1CN([C@@H](C)CO)C(=O)c2cccc(NC(=O)Nc3ccc4c(c3)OCO4)c2O[C@H]1CN(C)Cc1ccc(Cl)c(Cl)c1
  A = 17	B = -2	C = -10	D = -39	E = /	F = -1	G = 0	H = 37
CCc1ccc(C(=O)C[n+]2cccc3cc(OC)ccc32)cc1
  A = -6	B = 1	C = /	D = -19	E = 41	F = -10	G = 0	H = 6
Cn1c(=NC(=O)c2ccco2)sc2cccc(F)c21
  A = -2	B = -2	C = 7	D = 23	E = -67	F = /	G = 0	H = -46
O=C(NCCCn1ccnc1)C(Cc1ccc([N+](=O)[O-])cc1)N1C(=O)c2ccccc2C1=O (stereo not drawn)
  A = 1	B = -1	C = 9	D = /	E = /	F = /	G = 6	H = /
COc1ccc2[nH]c(=O)c(CN(Cc3ccccc3)Cc3nnnn3CC3CCCO3)cc2c1 (stereo not drawn)
  A = -1	B = -2	C = -4	D = -2	E = /	F = /	G = -1	H = /
CC(=O)N1[C@H](CN(C(=O)c2ccc(F)cc2)C(C)C)[C@@H](c2ccccc2)[C@@H]1CO
  A = 0	B = -3	C = -1	D = 23	E = 3	F = -2	G = -3	H = 4
CC1CCCN(C(=O)CCCn2c(=S)[nH]c3ccccc3c2=O)C1 (stereo not drawn)
  A = -10	B = 3	C = -10	D = -6	E = -10	F = /	G = -2	H = /
C=CCC[C@@H](Cc1ccc(F)cc1)C(=O)OC[C@H](Cc1c[nH]c2ccccc12)NC(=O)[C@@H](CC=C)CC(=O)N[C@H](CO)Cc1ccccc1
  A = -5	B = -4	C = /	D = -9	E = 55	F = 4	G = 8	H = 9
CCCCC1=CC2=C(c3ccco3)C(=O)C(C)(OC(=O)c3ccc(OC)cc3)C(=O)C2=CN1C1CCCCC1 (stereo not drawn)
  A = 3	B = 5	C = -19	D = -2	E = /	F = /	G = 2	H = 2
C[C@@H]1CN([C@H](C)CO)C(=O)c2cc(NS(=O)(=O)c3cn(C)cn3)ccc2O[C@H]1CN(C)S(=O)(=O)c1cn(C)cn1
  A = /	B = /	C = 13	D = -27	E = 3	F = 5	G = /	H = -7
O=C(Nc1ccc(Cl)cc1)C1CC=CCC1C(=O)OCC(F)(F)C(F)F (stereo not drawn)
  A = 5	B = 3	C = -6	D = 3	E = -7	F = /	G = -1	H = /
CO[C@@H]1CN(C)C(=O)c2ccc(NC(=O)c3cnccn3)cc2OC[C@H](C)N(C(=O)C2CC2)C[C@H]1C
  A = -6	B = -2	C = 10	D = 9	E = -4	F = 13	G = -5	H = 3
CCCN(C)C[C@@H]1Oc2ncc(-c3cccc(C#N)c3)cc2C(=O)N([C@@H](C)CO)C[C@H]1C
  A = -4	B = 1	C = -8	D = -6	E = /	F = 3	G = -11	H = -4
O=C(NC1CCCC1)c1cc(-c2cccs2)on1
  A = -6	B = -3	C = 10	D = -49	E = /	F = -17	G = -1	H = /
COc1ccc(-c2noc(CCCOc3ccc(Cl)cc3Cl)n2)cc1
  A = 18	B = 1	C = 7	D = 109*	E = 12	F = /	G = 3	H = /
OCCCNc1nc(-c2ccc(Cl)cc2)nnc1-c1ccccc1
  A = -10	B = 6	C = -1	D = -17	E = 3	F = -16	G = -4	H = -3
CN(C)c1ccc(C=Nc2cnn(C)c2C(N)=O)cc1
  A = 7	B = -1	C = 8	D = /	E = /	F = /	G = -2	H = /
CCc1ccc(OCC(=O)Oc2ccc([N+](=O)[O-])cc2)cc1
  A = 4	B = -9	C = -2	D = 7	E = -6	F = 12	G = -1	H = -5
COc1ccccc1Nc1nc2ccc(C)cc2cc1C#N
  A = -1	B = -2	C = -1	D = /	E = 6	F = /	G = 5	H = /

3 compounds out of the list, ordered by count of non-hydrogen atoms, smallest number first:
Letter code: A = ARNT TACC3 PPI; B = PglD DTNB; C = PGC1a acetyl inh; D = C2C12 statin; E = PAX8 reporter; F = INS-1E GSIS act; G = Cneo AK release; H = LGR2 inh
COc1ccccc1Nc1nc2ccc(C)cc2cc1C#N
  A = -1	B = -2	C = -1	D = /	E = 6	F = /	G = 5	H = /
COc1ccc(-c2noc(CCCOc3ccc(Cl)cc3Cl)n2)cc1
  A = 18	B = 1	C = 7	D = 109*	E = 12	F = /	G = 3	H = /
C[C@@H]1CN([C@H](C)CO)C(=O)c2cc(NS(=O)(=O)c3cn(C)cn3)ccc2O[C@H]1CN(C)S(=O)(=O)c1cn(C)cn1
  A = /	B = /	C = 13	D = -27	E = 3	F = 5	G = /	H = -7

(further entries)
Letter code: A = ARNT TACC3 PPI; B = PglD DTNB; C = PGC1a acetyl inh; D = C2C12 statin; E = PAX8 reporter; F = INS-1E GSIS act; G = Cneo AK release; H = LGR2 inh
O=C(NC1CCC1)[C@H]1[C@H](CO)[C@H]2Cn3c(ccc(-c4cncnc4)c3=O)[C@H]2N1C(=O)NC1CCCC1
  A = -2	B = 0	C = /	D = -9	E = -6	F = -1	G = 2	H = -25
COc1ccc(NC(=S)N2CCN(S(=O)(=O)c3ccccc3)CC2)cc1
  A = 4	B = -1	C = /	D = 1	E = 8	F = -4	G = -1	H = -2
CCN(CCCCCN(C)C)Cc1cc2ccccc2o1
  A = -8	B = 0	C = /	D = /	E = -10	F = -5	G = 0	H = -2
CCOc1ccc(N2CC(C(=O)Nc3cccc(C(=O)NC4CC4)c3)CC2=O)cc1 (stereo not drawn)
  A = -2	B = 2	C = 7	D = 16	E = 17	F = 7	G = -1	H = -4
CCN(C(=O)COC(=O)c1ccc(S(=O)(=O)N2CCCc3ccccc32)cc1)C1CCS(=O)(=O)C1 (stereo not drawn)
  A = 4	B = /	C = -2	D = /	E = 97*	F = -12	G = /	H = -2
O=C(CCC(=O)Nc1cc(C(F)(F)F)ccc1Cl)N/N=C\c1cc([N+](=O)[O-])ccc1O
  A = -4	B = -5	C = 9	D = -6	E = 30	F = -10	G = -4	H = 18
Cc1occc1-c1nnc(SCC(N)=O)o1
  A = -6	B = 2	C = -1	D = /	E = -5	F = 8	G = -1	H = -12
C=C(C)c1cccc(C(C)(C)NC(=O)Nc2ccccc2OCC)c1
  A = 0	B = /	C = /	D = /	E = -15	F = -6	G = /	H = 10
c1ccn(-c2ccc(-c3ccn[nH]3)cc2)c1
  A = -1	B = /	C = /	D = /	E = -138	F = 18	G = /	H = -80
CCCn1nnc(NC(=O)c2ccc([N+](=O)[O-])cc2Cl)n1
  A = -7	B = /	C = 4	D = 9	E = -35	F = 12	G = /	H = -9
C=CCNc1nnc(C)c2ccccc12
  A = 3	B = -2	C = -6	D = 9	E = -17	F = /	G = -3	H = /
COCCNC(=O)c1ccccc1NC(=O)CSc1ccc(C)cc1
  A = 30	B = /	C = -6	D = /	E = 9	F = -7	G = /	H = -24
Cc1[nH]n(-c2ccccc2)c(=O)c1-c1cccc(Cl)c1
  A = 21	B = 1	C = 2	D = -4	E = -21	F = /	G = 2	H = /
CCc1[nH]nc2c1C1(C(=O)N(Cc3ccccc3)c3ccccc31)C(C#N)=C(N)O2 (stereo not drawn)
  A = 2	B = -3	C = 5	D = 31	E = /	F = -32	G = 0	H = 7
COc1ccc(/C=N/NC(=S)Nc2ccccc2)cc1COc1ccc(F)cc1F
  A = -6	B = /	C = /	D = /	E = -9	F = -28	G = /	H = 1
O=C(Cn1nc(Cc2cccnc2)c2ccccc2c1=O)NCC1COc2ccccc2O1 (stereo not drawn)
  A = 2	B = 6	C = 6	D = 0	E = 2	F = -3	G = 1	H = -2
CC(C)C[C@H]1CN([C@@H](Cc2ccccc2)CN2CCC[C@@H]2CN2C(=O)C(=O)NC[C@@H]2Cc2ccc(O)cc2)C(=O)C(=O)N1CC1CCCCC1
  A = /	B = -7	C = 2	D = 3	E = -31	F = -2	G = -2	H = 5
CCc1nc2ccc(C(=O)Nc3cccc(OC)c3)cn2c1N(CC)Cc1cccc(Br)c1
  A = /	B = 0	C = /	D = -5	E = 6	F = /	G = 2	H = 23
CC(C)c1ccc(NC(=O)COC(=O)CC2CCCC2)cc1
  A = -3	B = 2	C = 4	D = -7	E = 1	F = -9	G = 1	H = -9
Cc1ccc(/C=C(\C#N)C(=O)Nc2c(C)cccc2C)s1
  A = -2	B = /	C = 12	D = -10	E = /	F = 1	G = /	H = -2
COC(=O)c1ccc2c(=O)n(CCN3CCOCC3)c(SCC(=O)Nc3ccc(OC)cc3OC)nc2c1
  A = 4	B = -2	C = 5	D = 1	E = 6	F = 6	G = 4	H = -7
COc1cc2c(cc1O)CCN(C(=O)CSc1nncn1C)[C@@H]2C
  A = /	B = 2	C = 12	D = -7	E = /	F = 7	G = -2	H = 13
Nc1cc(N)nc(SCC(=O)N2CCc3ccccc32)n1
  A = 2	B = -7	C = 13	D = /	E = /	F = -2	G = -1	H = -45
COc1ccc2c(c1)c(=O)cc(C)n2CC(=O)NCc1ccco1
  A = 0	B = 5	C = -3	D = 2	E = /	F = /	G = -3	H = /
CCn1c(=S)[nH]c2sc3c(c2c1=O)CCCCC3
  A = -3	B = /	C = /	D = /	E = 12	F = 0	G = /	H = -39

Among those listed so far, these have a thiophene ring, fused or not.
Letter code: A = ARNT TACC3 PPI; B = PglD DTNB; C = PGC1a acetyl inh; D = C2C12 statin; E = PAX8 reporter; F = INS-1E GSIS act; G = Cneo AK release; H = LGR2 inh
O=C(NC1CCCC1)c1cc(-c2cccs2)on1
  A = -6	B = -3	C = 10	D = -49	E = /	F = -17	G = -1	H = /
Cc1ccc(/C=C(\C#N)C(=O)Nc2c(C)cccc2C)s1
  A = -2	B = /	C = 12	D = -10	E = /	F = 1	G = /	H = -2
CCn1c(=S)[nH]c2sc3c(c2c1=O)CCCCC3
  A = -3	B = /	C = /	D = /	E = 12	F = 0	G = /	H = -39

Source: PubChem
